# High-throughput results as filed in PubChem BioAssay.
# ERG Ets-DNA blk: inhibitors of human ERG Ets domain-DNA interaction; fluorescence polarization, His-ERG Ets domain / labelled DNA; P11308; Potency, µM (top dose mostly 76.9 µM), for inactives: top-dose FP activity, negative = inhibition, actives largely listed as inhibitors; AID 624246; 0.028% of 370,000 active; active = well fitted inhibition curve with a large enough effect in the polarisation, with a control signal flat; inconclusive = small, poorly fitted or top-dose-only effect, or effect the other way, or a change in a side signal; inactive = no such curve, though single readings can be large or run the other way; the % refers to the polarisation;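 also: polarization taken with two DNA probes labelled with fluorescein and Texas red; potency is read from the fitted curve at half-maximal effect; % of control where 0% means no effect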
# Target sequence (P11308 whole entry, looked up, the tested form may be a part): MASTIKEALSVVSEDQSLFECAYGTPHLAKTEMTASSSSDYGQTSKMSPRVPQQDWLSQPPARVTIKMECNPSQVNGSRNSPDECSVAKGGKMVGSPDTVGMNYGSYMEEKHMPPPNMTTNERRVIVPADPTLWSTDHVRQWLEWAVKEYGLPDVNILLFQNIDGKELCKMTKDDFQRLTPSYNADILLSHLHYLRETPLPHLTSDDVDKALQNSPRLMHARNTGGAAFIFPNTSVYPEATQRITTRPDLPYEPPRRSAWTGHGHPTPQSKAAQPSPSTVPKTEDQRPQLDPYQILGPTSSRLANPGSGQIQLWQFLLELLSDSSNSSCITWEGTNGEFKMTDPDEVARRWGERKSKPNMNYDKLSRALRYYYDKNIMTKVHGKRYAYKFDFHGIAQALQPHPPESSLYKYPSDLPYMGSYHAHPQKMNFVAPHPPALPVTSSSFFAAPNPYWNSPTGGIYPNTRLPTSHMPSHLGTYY
#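 His-tagged ERG Ets domain (1 uM in the protein solution; 300mM KCl, 50mM Tris-HCl, 1mM EDTA, 1mM DTT, pH 7.5) received compound, then a probe mix of 5 nM fluorescein-DNA and 100nM Texas-615-DNA. Fluorescence polarization was read for both dyes.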
# D2 antagonist: antagonists of human D2 dopamine receptor. HEK293 TREx D2 cells, calcium flux, dopamine EC80. inhibition, % at 10 µM. 2% of 340,000 active. AID 485344; in the data active = inhibition above about 30%; also: 0% is about no effect
#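 Overnight-induced (tetracycline, 30 C) HEK293 T-REx cells carrying force-coupled D2 receive a no-wash calcium dye, then compound, then EC80 dopamine at 180 s; signals are read kinetically throughout.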
# Vif-A3F inh: blocks the Vif interaction with APOBEC3F; HeLa A3F-eYFP + Vif (tagged APOBEC3F with the HIV-1 protein that degrades it), YFP fluorescence increase; Potency, µM (top dose mostly 46.1 µM), for inactives: at the top dose activity, negative = active; 0.2% of 390,000 active; also: potency is read from the fitted curve at half-maximal effect; % of control where 0% means no effect; nearly all actives have a fitted effect of over 65% in size
#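 HeLa cells stably expressing A3F-eYFP plus Vif, plated and incubated overnight at 37 deg C, then exposed to compounds overnight at 37 deg C. Blocked degradation read as raised yellow fluorescence (Ex 488/Em 500-530).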
# Glioma ERSR ind: induces the endoplasmic reticulum stress response in human glioma cells | U87-MG GRP78 promoter luciferase reporter, 16 h | Potency, µM, inactives show at the highest dose activation, actives largely listed as activators | 0.02% of 420,000 active | AID 602332; also: potency is read from the fitted curve at half-maximal effect; series mostly up to about 76 µM; % of control where 0% means no effect; nearly all actives have a fitted effect of over 35% in size
#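 Stably transfected U87-MG human glioma cells carrying a GRP78-based luminescent sensor were seeded at 1000 cells/well, pin-dosed with compounds and incubated 16 h. Luciferase reagent was then added, and end-point luminescence was read after 10 min at room temperature.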
# RGS4 inhibitor: inhibitors of human regulator of G protein signaling 4; P49798; Transcreener GDP fluorescence polarization, RGS4-accelerated GTP hydrolysis; 0.039% of 390,000 active; Potency, µM (titrated, usually from 114 µM), for inactives: top-dose activity change, negative = inhibition, actives largely listed as inhibitors; AID 504845; also: potency is read from the fitted curve at half-maximal effect; % is scaled to controls: 0 for no effect and ±100 for the full control effect; nearly all actives have a fitted effect of over 75% in size; some results filed as inactive show a strong effect at the top dose
# Target sequence (P49798 whole entry, looked up): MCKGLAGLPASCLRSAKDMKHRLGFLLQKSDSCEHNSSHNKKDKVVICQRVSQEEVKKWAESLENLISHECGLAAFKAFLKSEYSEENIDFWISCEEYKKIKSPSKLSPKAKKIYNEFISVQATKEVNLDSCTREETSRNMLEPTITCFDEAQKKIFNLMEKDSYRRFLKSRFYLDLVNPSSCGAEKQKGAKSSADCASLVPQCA
#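 MLSMR compounds (23 nl, pin-transferred) preincubated 10 min at room temperature with a 500nM (2x) first reagent, then RGS4 at 900nM (2x) plus Transcreener GDP mix added; fluorescence polarization (620/688 nm) read before and after 90 min at 30 °C.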
# Vif-A3G inh: inhibitors of Vif-APOBEC3G interaction; Q9HC16; HeLa A3G-eYFP + Vif (tagged APOBEC3G with the HIV-1 protein that degrades it), YFP fluorescence, overnight; Potency, µM (doses to about 46.1 µM), for inactives: top-dose activity, negative = active, actives largely listed as inhibitors; 0.076% of 410,000 active;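 also: potency is read from the fitted curve at half-maximal effect; % is scaled to controls: 0 for no effect and ±100 for the full control effect; nearly all actives have a fitted effect of over 60% in size; hits raise eYFP signal because A3G escapes Vif-driven loss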
# Target sequence (Q9HC16 whole entry, looked up): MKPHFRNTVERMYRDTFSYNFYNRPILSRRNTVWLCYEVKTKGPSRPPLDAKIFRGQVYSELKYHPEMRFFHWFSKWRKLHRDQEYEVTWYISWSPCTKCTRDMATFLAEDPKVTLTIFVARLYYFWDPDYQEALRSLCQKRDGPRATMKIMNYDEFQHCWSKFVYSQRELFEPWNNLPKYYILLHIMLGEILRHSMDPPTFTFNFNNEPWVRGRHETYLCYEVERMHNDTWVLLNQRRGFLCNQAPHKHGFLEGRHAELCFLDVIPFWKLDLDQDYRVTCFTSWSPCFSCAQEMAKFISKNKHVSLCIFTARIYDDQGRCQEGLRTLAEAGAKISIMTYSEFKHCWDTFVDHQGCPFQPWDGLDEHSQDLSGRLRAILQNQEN
#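 HeLa cells stably expressing Vif and C-terminally eYFP-tagged A3G, seeded overnight at 37 deg C, then exposed to compound by pintool overnight at 37 deg C. Rise in yellow fluorescence (Ex 488/Em 500-530, Acumen) marks blocked Vif-driven A3G degradation.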
# D2 ag: activates the human D2 dopamine receptor; P14416; HEK293 T-REx D2 cells, calcium flux agonist mode; activation, % at 2 µM; 0.53% of 340,000 active; AID 485358;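 active = activation over 3 SD above normal in the single-dose calcium agonist read, cut at about 30% in these data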; also: 0% is about no effect
#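 Tetracycline-induced HEK293 T-REx cells with force-coupled D2 receptor, plated overnight at 30 C, loaded with no-wash calcium dye. After a 10 s baseline, compound was pin-added and calcium flux read kinetically for 180 s; calcium rises flagged agonists.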
# 12-LOX inh: blocks human arachidonate 12S-lipoxygenase. P18054. purified 12hLO, xylenol orange hydroperoxide absorbance. Potency, µM (doses to about 108 µM), for inactives: top-dose activity change, negative = inhibition, actives largely listed as inhibitors. 1.1% of 580,000 active. AID 1671190; also: potency is read from the fitted curve at half-maximal effect; % is scaled to controls: 0 for no effect and ±100 for the full control effect
#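 Hydroperoxide product was detected by ferrous iron/xylenol orange as the 573 to 405 nm absorbance ratio. Arachidonic acid at 40 uM (final) was turned over for 30 min at room temperature by 150 nM human 12hLO, pH 7.0 Hepes buffer, after 15 min compound preincubation.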
# LDHA inh: blocks human lactate dehydrogenase A; purified LDHA, NADH/diaphorase-resazurin fluorescence; hits give low values; activity change, % (values are at about 110 or 230 µM); 0.15% of 480,000 active; P00338; in the data active = activity change below about -30%; inconclusive = mostly about -25% to -30%;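 also: plate controls were DMSO wells for no effect and wells without enzyme for full effect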
#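 Enzyme activity of human lactate dehydrogenase 5 (2 nM; 0.06 mM NADH, 0.2 mM pyruvate, 5 min, RT) is measured via a resazurin/diaphorase fluorescence readout of residual NADH.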
# * marks the source's active call; other numbers are inactive results; u = inconclusive; x = not tested or not shown; & = joins results of further samples; [ ] = another dose, or the depositor's remark. Unless noted, calls follow the shape of the dose curve; as a rule, active = well fitted curve in the direction sought with a large enough effect; inconclusive = small, poorly fitted or top-dose-only effect, or another doubt; inactive = no such curve, though single readings can be large; an effect the other way counts as inactive or inconclusive.
molecule	ERG Ets-DNA blk	LDHA inh	12-LOX inh	RGS4 inhibitor	Vif-A3F inh	Glioma ERSR ind	D2 antagonist	Vif-A3G inh	D2 ag
Cc1cccc(C)c1NC(=O)C(c1ccccc1)N1CCC1=O (configuration not stated)	0%	-4	62%[activator]	-57%[56.9 µM]	5%	-5%	3	0%	-0.1
Cn1c(=O)c(C(=O)NNC(=O)c2ccc(Br)cc2)c(O)c2ccccc21	-4%	6	-2%	-18%	5%	12%	-7	-8%	-0.1
Cc1c(C(=O)Nc2ccc(F)c(Cl)c2)oc2ccc(S(=O)(=O)N(C)C3CCCCC3)cc12	-4%	-1	-8%	2%	0%	-2%	x	1%	0.0
CCC(CC)c1nnc(NC(=O)CCc2ccccc2)s1	5%	-1	-1%	7%	18%	0%	2	-7%	-0.9
COCCCN1C(=O)c2ccc(C(=O)NCCc3ccccc3)cc2C1=O	3%	-4	0%	-5%	20%	-3%	5	-8%	-2.1
Cc1ccn2c(CNCc3cnn(C)c3)c(C(=O)N3CCCCCC3)nc2c1	0%	-1	8%	4%	-7%	0%	-2	4%	0.4
O=C1NC(=O)C2(CCCCCCC2)N1	2%	1	-21%	0%	8%	-2%	x	-4%	x
COc1ccc(/C=N/N2C(=O)CN(C(=O)c3ccccc3)C2c2ccc(OC)cc2)cc1 (configuration not stated)	5%	-1	0%	-17%	0%	-5%	-5	-3%	0.3
Cc1cc(NC(=O)c2c(Cl)cccc2Cl)no1	-2%	1	-4%	12%	0%	-4%	8	2%	-0.3
Cc1nnc(N2CCC(C(=O)NCCC(C)C)CC2)c2nn(-c3ccc(Cl)cc3)c(C)c12	-3%	-5	-2%	-3%	5%	0%	x	-5%	-1.4
Cc1cc(C(F)F)n2nc(C(=O)Nc3cccc(S(=O)(=O)N4CCOCC4)c3)nc2n1	10%	-8	-13%	13%	-7%	-2%	-18	-1%	1.2
Cc1ccc(NC(=O)c2cc3c(=O)n(Cc4cccnc4)ccc3nc2C)cc1F	9%	-8	-18%	13%	3%	-3%	x	0%	0.3
C[C@H](O)[C@@H]1C(=O)N2CCc3c([nH]c4ccccc34)[C@@H]2C[C@@H]1N(C)C(=O)Nc1cc(Cl)cc(Cl)c1	x	-12	-11%	x	u	-4%	x	-16%	x
COC(=O)c1ccccc1NC(=O)Cn1c(=O)n(Cc2ccc(C(=O)NCc3ccc4c(c3)OCO4)cc2)c(=O)c2ccccc21	0%	-1	-24%	u	-4%	-2%	x	-1%	0.8
C=CCn1c(SCC(N)=O)nc2nc3c(cc2c1=O)COC(C)(C)C3	-13%	0	30%[activator]	-13%	9%	0%	-7	-3%	0.3
CN1CCN(C2=Cc3ccccc3Sc3cc(F)ccc32)CC1	5%	5	u	-17%	-3%	-8%	80*	-1%	-0.7
Cc1ccc(C)c(C(=O)CN2C(=O)c3ccccc3S2(=O)=O)c1	1%	0	-29%	-5%	-2%	-5%	13	0%	-0.9
CC(Cc1c[nH]c2ccccc12)C(=O)NCc1ccco1 (configuration not stated)	4%	-11&3	1%&-4%	18%	20%	-9%	0	2%	0.4
CC(C)N1CCCC(C)(C(=O)Nc2cccc(Oc3ccccc3)c2)C1 (configuration not stated)	x	-3	-1%	x	x	-2%	x	1%	x
CCOC(=O)C1CCN(C(=O)Cn2ncc3c4ccccc4n(Cc4ccccc4F)c3c2=O)CC1	-2%	-7	0%	-3%	-6%	15%	x	-4%	0.3
O=C(O)c1cccc(CSc2nc(-c3ccccc3)cc(C(F)(F)F)n2)c1	0%	-6	-17%	-21%	-13%	-3%	x	1%	x
CN(C)c1ccc(/C=N/N2C(=S)SC(C)(C)C2N(O)C(=O)Nc2ccc([N+](=O)[O-])cc2)cc1 (configuration not stated)	-2%	2	12%	u	-8%	1%	-18	0%	-0.6
Cc1ccccc1NC(=O)c1cnn(-c2ccccc2)c1NC(=O)c1ccco1	x	-7	1%	-16%	-1%	-3%	-4	-7%	0.5
Cc1ccc(S(=O)(=O)[N-]c2nc3ccccc3nc2-[n+]2cc(C)cc(C)c2)cc1	-7%	-3	u	24%	u	-1%	1	-3%	0.1
CC(CCc1ccccc1)NCc1ccncc1 (configuration not stated)	9%	1	u	-18%	10%	-4%	64*	-1%	68*
COC(=O)c1cc(=O)n2c(-c3ccc(OC)cc3)csc2n1	4%	-8	4%	2%	-4%	-6%	-16	-2%	-0.1
O=C(CSc1n[nH]c(=O)[nH]c1=O)Nc1c(Cl)cc(Cl)cc1Cl	-5%	-4	1%	-26%	2%	-5%	x	2%	x
Cn1c(SCC(=O)NCc2cccs2)nnc1-c1ccc(S(=O)(=O)N2CCCC2)cc1	-16%	-2	6%	-15%	2%	-2%	-6	0%	-0.3
Cn1nnnc1SCCNC(=O)C1CCC(=O)N(CCc2ccccc2)C1 (configuration not stated)	1%	0	13%	4%	0%	-2%	5	-4%	1.0
CSc1cccc(NC(=O)c2[nH]c(C)c(C(C)=O)c2C)c1	16%	0	-1%	-24%	-20%	12%	7	-7%	-1.6
Cc1ccccc1C(=O)n1nc(-c2ccco2)nc1NCc1cccs1	-8%	-13	2%	14%	2%	-1%	x	-3%	-1.4
Cc1noc(C)c1-c1ccc(C(=O)NCCC(F)(F)F)c2occc12	x	-2	1%	x	x	3%	x	2%	x
O=C(CNC(=O)/C(=C/c1ccccc1)NC(=O)c1ccc(Br)cc1)OCc1ccccc1	4%	-7	-4%	10%	0%	6%	9	2%	0.3
Cc1cc(-c2ccc(C)c(S(=O)(=O)N3CCN(c4ccc(F)cc4)CC3)c2)on1	6%	-4	-2%	-8%	6%	-2%	3	1%	0.5
COC(=O)c1sc(NC(=O)COc2cccc(C)c2)nc1C	2%	-8	2%	6%	0%	3%	2	-5%	-1.8
CCN(C(=O)CSc1nc2ccccc2n1Cc1cc(C)ccc1C)c1ccccc1	0%	-5	-17%	1%	0%	-1%	x	4%	0.4
CCCC(NC(=O)c1ccc(Br)o1)c1nc2ccccc2[nH]1 (configuration not stated)	-1%	-2	344%[activator]	-22%	4%	1%	x	-5%	x
COc1cc(-c2nc3n(n2)C(c2ccncc2)C2=C(CCCC2=O)N3)cc(OC)c1OC (configuration not stated)	-3%	-14	-9%	-27%	-40%	-3%	x	-1%	x
CCn1c(COc2ccc(Cl)cc2Cl)nc2ccccc21	-3%	-10	-27%	-9%	-1%	1%	x	-4%	0.6
C=CCn1c(C)cc(-c2csc(NC(=O)C3CCN(c4ncnc5sc(C)c(C)c45)CC3)n2)c1C	2%	-8	186%[activator]	-19%	1%	-4%	x	2%	x
Cc1cc(C)cc(CSCC(=O)N/N=C/c2ccc(OCC(=O)NCc3ccco3)cc2)c1	-1%	-13	u	-35%	4%	-1%	x	-1%	x
Cn1nccc1C(=O)Nc1nnc(C2CC2)s1	-1%	-2	-2%	-15%	2%	11%	4	-4%	-0.5
CC(=O)c1ccc(N2CCN(c3ccc(S(=O)(=O)N4CCN(C)CC4)cn3)CC2)cc1	3%	-2	476%[activator]	-19%	-12%	1%	10	-1%	-0.2
N#CCSc1ncnc2sc3c(c12)CCC3	-3%	4	26%	-26%	3%	-5%	-6	-5%	-0.4
CN(C)S(=O)(=O)c1ccc(N2CCCC2)c(C(=O)N2CCN(S(=O)(=O)c3ccc(F)c(F)c3)CC2)c1	113%[activator]	-1	9%	-24%	1%	-4%	x	u	x
CN(CC(=O)Nc1ccc(F)cc1)C(=O)COC(=O)c1cccc(N(C)C)c1	0%	-1	-7%	27%	2%	1%	-14	-9%	0.0
c1ccc2c(C3OCC4(CCCC4)CO3)cccc2c1	x	-4	9%	x	-7%	7%	x	-8%	x
Cn1c(N2CCN(S(=O)(=O)c3ccc(F)cc3)CC2)nc2ccccc21	6%	-5	3%	-2%	5%	-3%	-11	1%	1.7
CCC(=O)N1CCc2cc(S(=O)(=O)CCC(=O)N3CCN(c4cccc(C)c4C)CC3)ccc21	-6%	-1	-17%	8%	0%	1%	x	-4%	-0.5
C=Cc1ccc(Cn2c(C(=O)O)c(CNCc3cc(Br)ccc3OC)c3ccc(C)cc32)cc1	-14%	4	u	-16%	0%	-3%	x	0%	0.4
Cc1cc(C)n(-c2ccc(S(=O)(=O)N3CCOCC3)cc2[N+](=O)[O-])n1	-2%	-13	-8%	0%	-3%	-6%	-4	-1%	-0.3
COC(=O)[C@H](C)[C@@H]1C[C@@]1(C)[C@@H](NC(=O)OCc1ccccc1)c1ccccc1	6%	-1	15%	5%	0%	-4%	3	-5%	0.5
CCCCOc1c(C(=O)Nc2ccccc2)nnn1-c1ccccc1	4%	0	-25%	-45%	-5%	-3%	11	-7%	-1.8

# Not a retest: an excerpt of the list.
molecule	ERG Ets-DNA blk	LDHA inh	12-LOX inh	RGS4 inhibitor	Vif-A3F inh	Glioma ERSR ind	D2 antagonist	Vif-A3G inh	D2 ag
COC(=O)[C@H](C)[C@@H]1C[C@@]1(C)[C@@H](NC(=O)OCc1ccccc1)c1ccccc1	6%	-1	15%	5%	0%	-4%	3	-5%	0.5
CCCCOc1c(C(=O)Nc2ccccc2)nnn1-c1ccccc1	4%	0	-25%	-45%	-5%	-3%	11	-7%	-1.8

# The list is partial; the hit share may differ from the screen's.
